EBI2 block: antagonists of human EBI2 receptor; P32249; EBI2 beta-arrestin recruitment, luminescence, 7a,25-OHC stimulated; inhibition, % at 5 µM; hit rate 0.81% among 360,000; AID 651636; in the data active = inhibition above about 38%;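 note: enzyme fragment complementation signal reports receptor beta-arrestin coupling in cells; 0% = agonist plus DMSO wells and 100% = wells without agonist; some results beyond the cut were filed as inactive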
APJ ag: agonists of human APJ apelin receptor. CHO-K1 APJ PathHunter beta-arrestin, luminescence; 0% DMSO wells, 100% apelin. activation, % at 20 µM. hit rate 0.11% among 330,000;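 active = activation more than six SD over the plate average, tested at 20 µM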;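 note: 0% = DMSO alone and 100% = apelin-13 at 10 nM; some results filed as inactive read as strong as hits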
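Assay system: CHO-K1 APJ beta-arrestin complementation cell line / Compound: single test compound dose, 20 µM final, 1% DMSO / Times: overnight seeding, 90 min compound at 25 °C, 1 h detection / Technique: beta-gal luminescence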
tim23-1 inh: growth inhibitors of tim23-1 mutant yeast | S. cerevisiae tim23-1 growth, BacTiter-Glo luminescence, 24 h | inhibition, % at 20 µM | hit rate 1.3% among 330,000 | AID 463212;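 active = growth inhibition of the mutant yeast at or above 50%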;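 note: temperature-sensitive mutant grown at 25 °C; plate controls were DMSO-treated mutant yeast for no effect and medium wells lacking yeast for full effect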
UPR CHOP act: activators of apoptotic arm of unfolded protein response (CHOP). CHO-CHOP luciferase reporter, UPR activation, luminescence; percent of tunicamycin response over DMSO baseline. activation, % at 10 µM. hit rate 0.34% among 330,000. AID 449763;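 active = at 10 µM dose, activation of 40% or more, normalized to positive control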;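 note: 100% = tunicamycin at 10 µg/mL and 0% = DMSO alone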
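System: CHO-CHOP luciferase reporter cell line | Buffer or medium: F12 medium containing 10% fetal bovine serum | Doses: One dose, 10 µM in 0.5% DMSO | Times: 6 h compound exposure at 37 °C after overnight seeding | Signal: Luciferase luminescence | Read-out: % activation vs tunicamycin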
XBP1 UPR activ: activators of adaptive arm of unfolded protein response (XBP1); CHO-XBP1 luciferase reporter, IRE1-XBP1 UPR activation, luminescence; percent of tunicamycin response, DMSO as zero; hit rate 0.33% among 330,000; activation, % at 20 µM;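 active = versus positive control, 20 µM dose yields 30% or more activation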;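 note: 100% = tunicamycin at 10 µg/mL and 0% = DMSO only wells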
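Assay system: IRE1-XBP1 luciferase reporter CHO line. Input: 1000 cells/well. Buffer or medium: F12 with 10% serum. Doses: 20 µM, 1% DMSO. Times: overnight seeding at 37 °C, 6 h compound treatment at 37 °C. Technique: Steady-Glo luciferase glow luminescence, 10 min after reagent addition.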
CCR6 antag: CCR6 (human) receptor antagonism. P51684. hit rate 0.49% among 340,000. AID 493098. CHO-K1 CCR6 PathHunter beta-arrestin, luminescence, CCL20-stimulated. inhibition, % at 20 µM;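 active = compounds whose inhibition of the agonist-driven luminescence signal at 20 µM reaches about 50%, limit read from the data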;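 note: cells stimulated with CCL20 at 14 nM final; plate controls were DMSO with CCL20 for no effect and DMSO without agonist for full effect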
APJ antag: blocks the human apelin receptor APJ; CHO-K1 APJ beta-arrestin complementation, luminescence; inhibition, % at 20 µM; hit rate 0.32% among 330,000; AID 2521;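 active = inhibition above about 40% at 20 µM, limit read from the data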;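 note: cells challenged with 10 nM apelin-13 agonist together with compound; plate controls were apelin-13 plus DMSO wells for no effect and DMSO wells lacking apelin-13 for full effect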
CXCR6 block: inhibitors of human CXCR6 receptor. O00574. CHO-K1 PathHunter CXCR6 beta-arrestin, luminescence. inhibition, % at 20 µM. hit rate 0.36% among 360,000. AID 602244; in the data active = inhibition above about 34%, passing the limit was not always enough;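 note: antagonist mode with CXCL16 agonist at 10 nM final; 0% = 10 nM CXCL16 with DMSO and 100% = unstimulated wells without agonist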
Mdm2-MdmX inh: inhibitors of human Mdm2/MdmX interaction; inhibition, % at 8 µM; O15151+Q00987; SaOS-2 split-luciferase Mdm2/MdmX complementation, luminescence; hit rate 3% among 330,000;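 active = inhibition of at least 50% at 8 µM in the primary screen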
Target sequence (O15151 whole entry, looked up): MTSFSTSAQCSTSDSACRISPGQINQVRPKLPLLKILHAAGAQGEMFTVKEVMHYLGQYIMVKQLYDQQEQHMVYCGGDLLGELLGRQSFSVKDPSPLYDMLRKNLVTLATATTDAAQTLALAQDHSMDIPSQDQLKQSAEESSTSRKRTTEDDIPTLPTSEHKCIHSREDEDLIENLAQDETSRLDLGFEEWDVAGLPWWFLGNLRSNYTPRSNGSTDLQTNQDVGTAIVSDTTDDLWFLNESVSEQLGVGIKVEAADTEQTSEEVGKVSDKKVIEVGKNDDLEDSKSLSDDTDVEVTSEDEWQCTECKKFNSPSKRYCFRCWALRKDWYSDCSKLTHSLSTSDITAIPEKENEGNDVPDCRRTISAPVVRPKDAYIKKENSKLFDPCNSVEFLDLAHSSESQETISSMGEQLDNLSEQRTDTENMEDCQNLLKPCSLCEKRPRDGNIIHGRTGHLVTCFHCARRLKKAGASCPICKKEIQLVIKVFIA
Target sequence (Q00987 whole entry, looked up): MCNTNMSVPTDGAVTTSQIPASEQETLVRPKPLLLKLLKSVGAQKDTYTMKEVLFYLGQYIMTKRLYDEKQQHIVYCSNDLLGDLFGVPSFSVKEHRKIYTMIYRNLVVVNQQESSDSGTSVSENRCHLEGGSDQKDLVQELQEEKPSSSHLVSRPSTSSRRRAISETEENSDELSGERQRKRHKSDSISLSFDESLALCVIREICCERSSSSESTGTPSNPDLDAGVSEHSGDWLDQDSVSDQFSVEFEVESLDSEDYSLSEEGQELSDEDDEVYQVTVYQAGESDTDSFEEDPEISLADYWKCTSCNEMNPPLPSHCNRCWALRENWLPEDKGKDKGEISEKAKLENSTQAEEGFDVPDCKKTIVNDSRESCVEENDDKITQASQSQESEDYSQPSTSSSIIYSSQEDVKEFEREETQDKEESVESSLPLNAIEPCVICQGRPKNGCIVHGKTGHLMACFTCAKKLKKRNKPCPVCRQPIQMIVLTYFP
Numbers without * were called inactive; / = no result given. An excerpt; the hit share may differ from the screen's.

1: O=C(Nc1cccc(S(=O)(=O)NC2=NCCC2)c1)c1cc(-c2ccccn2)nc2ccccc12
2: Cc1ccc(OCCCn2c(CO)nc3ccccc32)cc1
3: COc1ccccc1-c1ccc(=O)n(CC(=O)NCc2ccc3c(c2)OCO3)n1
4: O=C(NCc1ccccn1)c1ccc(NS(=O)(=O)c2cccc(Cl)c2)cc1
5: CNC(=O)COC(=O)c1ccccc1Nc1ccccc1
compound no.	1	2	3	4	5
EBI2 block	-10	1	2	4	-1
APJ ag	-1	-3	2	0	0
tim23-1 inh	-6	31	27	7	19
UPR CHOP act	0.5	0.7	3.5	0.9	2.3
XBP1 UPR activ	1	-4	0	0	3
CCR6 antag	5	10	12	6	-12
APJ antag	-14	2	1	9	2
CXCR6 block	1	1	-7	7	0
Mdm2-MdmX inh	-11	-18	-2	25	11

6: Cc1ccsc1C(=O)OCC(=O)Nc1ccc(Cl)cc1C(F)(F)F
7: CCO[C@H]1OC(C(=O)N2CCN(Cc3ccc4c(c3)OCO4)CC2)=C[C@@H](c2cn(C(C)=O)c3ccccc23)[C@@H]1CCCO
8: O=C(COc1ccc([N+](=O)[O-])cc1)NCCc1nc2ccccc2[nH]1
9: Cc1cc(S(=O)(=O)c2cc3ccc(O)c(C)c3oc2=O)ccc1F
10: O=C1c2ccccc2C2(c3ccccc3)NCCN12 (stereo unspecified)
compound no.	6	7	8	9	10
EBI2 block	4	11	-8	-8	-4
APJ ag	-2	5	-4	5	-2
tim23-1 inh	0	23	-4	3	9
UPR CHOP act	0.1	0.4	-0.4	1.5	2.9
XBP1 UPR activ	3	-2	-2	0	-1
CCR6 antag	16	7	3	-46	1
APJ antag	-2	13	15	-27	11
CXCR6 block	3	7	5	-47	-2
Mdm2-MdmX inh	7	-5	1	-1	-12

11: Cc1ccc(C(=O)OCC2OC3OC(C)(C)OC3C2O)cc1 (stereo unspecified)
12: O=C(CSc1nnnn1-c1cccc(O)c1)NC1CC1
13: CC(C)CC(=O)NN(C)c1nc(-c2ccccc2)nnc1C(F)(F)F
14: CC(=O)Nc1nonc1NC(=O)CSC1=NCCS1
15: O=C(CCC(=O)OCC(=O)c1ccc(-c2ccccc2)cc1)Nc1cccc2cccnc12
compound no.	11	12	13	14	15
EBI2 block	-6	-6	6	-2	-6
APJ ag	-2	-1	-3	-1	-3
tim23-1 inh	17	2	25	-4	-12
UPR CHOP act	0.9	1.7	-0.8	0.3	-1.8
XBP1 UPR activ	-1	-2	-2	1	-1
CCR6 antag	-2	8	0	-6	14
APJ antag	-12	7	8	-7	17
CXCR6 block	6	3	5	-4	-2
Mdm2-MdmX inh	0	13	35	-38	-27

Rewritten as labelled records: part of the list above.
11) Cc1ccc(C(=O)OCC2OC3OC(C)(C)OC3C2O)cc1 (stereo unspecified)
  EBI2 block: -6	APJ ag: -2	tim23-1 inh: 17	UPR CHOP act: 0.9	XBP1 UPR activ: -1	CCR6 antag: -2	APJ antag: -12	CXCR6 block: 6	Mdm2-MdmX inh: 0

12) O=C(CSc1nnnn1-c1cccc(O)c1)NC1CC1
  EBI2 block: -6	APJ ag: -1	tim23-1 inh: 2	UPR CHOP act: 1.7	XBP1 UPR activ: -2	CCR6 antag: 8	APJ antag: 7	CXCR6 block: 3	Mdm2-MdmX inh: 13

13) CC(C)CC(=O)NN(C)c1nc(-c2ccccc2)nnc1C(F)(F)F
  EBI2 block: 6	APJ ag: -3	tim23-1 inh: 25	UPR CHOP act: -0.8	XBP1 UPR activ: -2	CCR6 antag: 0	APJ antag: 8	CXCR6 block: 5	Mdm2-MdmX inh: 35

14) CC(=O)Nc1nonc1NC(=O)CSC1=NCCS1
  EBI2 block: -2	APJ ag: -1	tim23-1 inh: -4	UPR CHOP act: 0.3	XBP1 UPR activ: 1	CCR6 antag: -6	APJ antag: -7	CXCR6 block: -4	Mdm2-MdmX inh: -38

The list continues:
16: COc1ccccc1-n1cnnc1SCC(=O)Nc1nc(C)c(Cl)cc1Cl
17: NC(=S)NNC(=O)c1cccc(Cl)c1
18: O=C(NCc1ccco1)c1sc2ccccc2c1Cl
19: CC(NC(=O)/C(C#N)=C1\N=C(NC(=O)c2ccco2)c2ccccc21)c1ccccc1 (stereo unspecified)
20: CC(O)c1cccc(N=Cc2ccc3ccccc3c2O)c1 (stereo unspecified)
compound no.	16	17	18	19	20
EBI2 block	-3	-3	-9	-12	-14
APJ ag	-4	2	-2	3	-2
tim23-1 inh	7	3	23	29	54*
UPR CHOP act	-0.6	-0.7	5.1	1.6	3.0
XBP1 UPR activ	0	-4	15	-4	-7
CCR6 antag	11	10	8	13	0
APJ antag	12	12	12	13	-12
CXCR6 block	-14	9	-3	-1	0
Mdm2-MdmX inh	15	-22	-42	67*	20

21: COc1ccc(N2CCN(CC(O)COCCOc3ccc(Br)cc3)CC2)cc1 (stereo unspecified)
22: O=C(Nc1c2n(c(=S)n(-c3ccccc3)c1=O)CCCCC2)c1ccccc1
23: COC(=O)[C@H](CCSC)NC(=O)N1CCN(Cc2ccccc2)CC1
24: CCC(NC(=O)c1ccccc1O)c1ccccc1 (stereo unspecified)
25: CCCCn1c(O)c(N=NC(=O)c2ccco2)c2ccccc21
compound no.	21	22	23	24	25
EBI2 block	1	-2	3	-5	-36
APJ ag	-4	-2	-2	-2	-4
tim23-1 inh	-114	6	-5	25	28
UPR CHOP act	-1.6	-1.3	-0.7	1.6	3.2
XBP1 UPR activ	-2	-2	-2	0	4
CCR6 antag	0	7	-13	-5	20
APJ antag	3	-13	26	10	-5
CXCR6 block	-1	-6	-6	4	-4
Mdm2-MdmX inh	2	-12	8	11	13

26: COc1cc(/C=N/n2c(C)n[nH]c2=S)ccc1OCc1ccc(F)cc1
27: Cc1ccc(NC(=O)c2ccc(NCCCN3CCC(C)CC3)c([N+](=O)[O-])c2)c(C)c1
28: Cc1ccccc1-c1nnc(SCC(=O)Nc2cccc(C)c2C)o1
29: Cc1cc(C(=O)N/N=C/c2ccc(Br)o2)n[nH]1
30: COc1ccc(N(C)S(=O)(=O)c2cccc(C(=O)NC3CCCC(C)C3C)c2)cc1 (stereo unspecified)
compound no.	26	27	28	29	30
EBI2 block	-5	6	-12	-6	10
APJ ag	0	-1	-4	-3	-2
tim23-1 inh	0	2	8	8	26
UPR CHOP act	7.5	1.2	-2.1	1.4	-0.3
XBP1 UPR activ	0	-4	1	-2	0
CCR6 antag	-9	23	15	-3	32
APJ antag	10	6	2	-40	9
CXCR6 block	0	6	-4	-4	6
Mdm2-MdmX inh	-53	38	-46	13	17

31: CN(C(=O)c1ccoc1)c1ccc2ccccc2c1
32: CSc1cccc(NS(=O)(=O)c2ccc(F)cc2)c1
33: Cc1ccnc(NC(=O)CCC(=O)N(CC(=O)NC2CCCCC2)CC2CCCO2)c1 (stereo unspecified)
34: CCOC(=O)C1=C(COC(=O)c2ccccc2OC)NC(=O)NC1C (stereo unspecified)
35: O=C(/C=C/c1cccc([N+](=O)[O-])c1)NCCSCc1c(Cl)cccc1Cl
compound no.	31	32	33	34	35
EBI2 block	-6	0	-6	-12	15
APJ ag	0	0	-1	2	-1
tim23-1 inh	15	18	16	26	22
UPR CHOP act	-5.0	-1.1	-1.9	1.3	-1.1
XBP1 UPR activ	-3	4	0	7	2
CCR6 antag	11	-4	-6	5	11
APJ antag	7	-7	13	-5	1
CXCR6 block	-12	-4	0	-6	-3
Mdm2-MdmX inh	35	14	17	18	-20

36: Cc1ccccc1N/N=C/c1c(C)nc2ccccn12
37: COc1ccccc1NC(=O)c1cc2cc(Br)ccc2oc1=N
38: CCOc1ccc(N2C(=O)CC(Sc3nc(CC(C)C)ccc3C#N)C2=O)cc1 (stereo unspecified)
39: Cc1ccc(N2C(=O)CC(N(O)C3CC(=O)N(c4ccc(C)cc4)C3=O)C2=O)cc1 (stereo unspecified)
40: CC(=O)Nc1cccc(Oc2cnc3ccccc3n2)c1
compound no.	36	37	38	39	40
EBI2 block	17	29	-6	0	-3
APJ ag	4	-3	-2	1	-1
tim23-1 inh	31	24	31	12	10
UPR CHOP act	-0.4	5.2	0.2	-0.1	-1.2
XBP1 UPR activ	1	1	4	-3	3
CCR6 antag	2	25	7	8	-2
APJ antag	-86	3	-17	15	12
CXCR6 block	-20	14	0	2	-6
Mdm2-MdmX inh	7	13	1	5	-4

41: CS(=O)(=O)N(CC(=O)N1CCN(c2ccccc2)CC1)c1ccccc1Cl
42: CC[C@@H](C)[C@@H]1CN([C@@H](C)CN2CCC[C@H]2CN2C(N)=NC[C@H]2CC(C)C)C(=N)N1CCCC1CCCC1
43: Cc1cc(C)c(NC(=O)C2c3ccccc3Oc3ccccc32)c(C)c1
44: COc1ccc(Cn2c(N)c(S(=O)(=O)c3cccs3)c3nc4ccccc4nc32)cc1
45: COc1ccc(CCNC(=O)C/C(C)=N/NC(=O)c2ccc(Cl)cc2Cl)cc1OC
compound no.	41	42	43	44	45
EBI2 block	-12	-11	4	14	7
APJ ag	-3	2	2	-1	-3
tim23-1 inh	15	-12	0	8	14
UPR CHOP act	-0.6	-0.1	1.7	4.8	0.7
XBP1 UPR activ	-2	-3	0	5	-2
CCR6 antag	2	6	13	5	-4
APJ antag	17	7	-4	-1	1
CXCR6 block	3	1	7	11	1
Mdm2-MdmX inh	14	3	17	36	24

46: Cc1cc(NS(=O)(=O)c2ccc(Nc3nc(-c4sc(NC(=O)c5ccccc5)nc4C)cs3)cc2)no1
47: Cc1cccc(C(=O)OCC(=O)N2CC(C)CC(C)C2)c1C (stereo unspecified)
48: CCOC(=O)c1c(C)[nH]c(C(=O)OCC(=O)NC2CCS(=O)(=O)C2)c1C (stereo unspecified)
49: COC(=O)c1ccc(CN2CCN(C(C)C)C(CCO)C2)cc1 (stereo unspecified)
50: O=C1CN(S(=O)(=O)c2ccccc2)CCN1S(=O)(=O)c1ccccc1
51: Cc1cnc(NC(=O)CSc2nnc(-c3ccc(Cl)cc3Cl)n2N)s1
52: OC(CNC1CCCCC1)COCCOc1ccc(Br)cc1 (stereo unspecified)
compound no.	46	47	48	49	50	51	52
EBI2 block	/	10	-12	-1	-8	2	-9
APJ ag	-2	-3	-1	-1	-3	-6	-4
tim23-1 inh	14	22	7	17	6	-3	1
UPR CHOP act	0.8	2.3	3.5	0.0	0.3	-0.6	0.8
XBP1 UPR activ	-2	0	-3	2	-2	0	-5
CCR6 antag	/	15	-11	19	-20	10	-13
APJ antag	14	5	-19	6	11	2	4
CXCR6 block	/	-2	-4	-8	-2	-14	4
Mdm2-MdmX inh	-5	-10	10	12	-8	5	30
